SENP8 block-1 = SENP8 (human) protease inhibition | recombinant SENP8, Nedd8 substrate fluorescence | inhibition, % at 20 µM | 0.64% of 360,000 active | AID 602440; in the data active = inhibition mostly above about 40%, no sharp cut-off; inactive = mostly below about 27%
Target sequence (Q96LD8 whole entry, looked up): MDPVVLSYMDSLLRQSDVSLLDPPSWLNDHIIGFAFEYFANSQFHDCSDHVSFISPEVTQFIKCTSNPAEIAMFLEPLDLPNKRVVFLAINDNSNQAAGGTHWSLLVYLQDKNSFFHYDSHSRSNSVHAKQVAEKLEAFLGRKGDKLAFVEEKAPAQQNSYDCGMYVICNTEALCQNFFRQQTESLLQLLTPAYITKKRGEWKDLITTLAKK
NLRP3 yeast inh = NALP3 inhibition in yeast; inhibition, % at 10 µM; 0.39% of 330,000 active; Yeast reconstituted NLRP3/ASC/caspase-1, beta-gal luminescence, 24 h;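 active = inhibition of 50% or more; inactive = inhibition below 50%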;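 also: plate controls were induced DMSO wells for no effect and uninduced yeast grown without galactose for full effect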
SENP6 block = inhibitors of human SENP6 protease | Q9GZR1 | Recombinant SENP6 catalytic domain, aminoluciferin luminescence | inhibition, % at 10 µM | 1.8% of 330,000 active;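 active = inhibition above about 50% at the single tested dose, limit read from the data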;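 also: plate controls were DMSO wells with enzyme for no effect and DMSO wells lacking enzyme for full effect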
SENP1 FRET inh = inhibitors of human SENP1 SUMO protease catalytic domain. Q9P0U3. recombinant SENP1 catalytic domain, CyPet-SUMO1-YPet FRET cleavage. inhibition, % at 10 µM. 0.21% of 360,000 active;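 active = inhibition at least 30% at 10 µM, raw YFP signal under a set limit, fluorescence ratio 0.5 to 1.5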;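 also: 0% = enzyme with DMSO and 100% = no enzyme wells; some results filed as inactive read as strong as hits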
Target sequence (Q9P0U3 419-644 limits assumed): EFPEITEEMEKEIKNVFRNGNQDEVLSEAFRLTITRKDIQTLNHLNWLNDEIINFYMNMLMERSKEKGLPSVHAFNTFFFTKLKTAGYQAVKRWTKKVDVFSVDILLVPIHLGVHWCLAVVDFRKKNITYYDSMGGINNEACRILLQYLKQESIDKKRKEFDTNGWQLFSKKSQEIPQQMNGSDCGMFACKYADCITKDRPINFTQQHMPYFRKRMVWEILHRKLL
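Material: hSENP1 catalytic domain, recombinant; medium: Tris pH 8 with BME, BSA, NP40 and catalase; compound: single concentration of 10 µM compound, 0.5% DMSO final; technique: FRET read of cyan and yellow fluorescence; timing: 50 min enzyme reaction, room temperature, light-protected; reagent: SFCypet-SUMO1-SFYpet substrate at 25 nM; control set: no-enzyme low, enzyme-DMSO high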
PfG6PD inh = PfG6PD (Plasmodium falciparum) enzyme inhibition; PfGluPho enzyme, NADPH resazurin-diaphorase fluorescence; inhibition, % at 20 µM; 0.78% of 350,000 active; AID 504690;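 active = inhibition reaching at least a set limit at 20 µM in the primary screen, cut at about 59% in these data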;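 also: 0% = DMSO wells with substrate and 100% = DMSO wells lacking glucose-6-phosphate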
SENP8 block-2 = inhibitors of human SENP8 protease. purified SENP8, Z-RLRGG-aminoluciferin cleavage, luminescence. inhibition, % at 10 µM. 1.2% of 330,000 active. AID 2540; in the data active = inhibition above about 50%
SENP7 block = inhibitors of human SENP7 protease; Q9BQF6; recombinant SENP7, Z-RLRGG-aminoluciferin luminescence, 40 min; inhibition, % at 5 µM; 1.5% of 330,000 active; AID 434973;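 active = inhibition above about 50% at the single test dose, limit read from the data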;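 also: plate controls were DMSO with enzyme for no effect and no enzyme buffer wells for full effect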
Target sequence (Q9BQF6 706-1050 limits assumed): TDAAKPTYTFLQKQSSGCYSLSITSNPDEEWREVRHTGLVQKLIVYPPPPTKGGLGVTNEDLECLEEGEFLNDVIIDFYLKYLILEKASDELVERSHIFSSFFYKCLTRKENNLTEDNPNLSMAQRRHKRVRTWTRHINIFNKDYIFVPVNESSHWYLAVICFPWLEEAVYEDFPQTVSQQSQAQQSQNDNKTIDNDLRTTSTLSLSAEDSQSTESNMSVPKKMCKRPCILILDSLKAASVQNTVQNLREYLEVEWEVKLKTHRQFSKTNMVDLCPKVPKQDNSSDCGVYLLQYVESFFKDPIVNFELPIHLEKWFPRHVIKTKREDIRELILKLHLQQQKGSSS
Apaf1 inhib = inhibitors of human Apaf-1 apoptosome; O14727; reconstituted apoptosome caspase-3 activity, DEVD-Rh110 fluorescence; inhibition, % at 20 µM; 0.71% of 330,000 active; active = inhibition of at least 40% at 20 µM;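 also: plate controls were DMSO wells for no effect and DEVD-CHO caspase inhibitor wells for full effect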
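Material: reconstituted apoptosome with Apaf-1, cytochrome c, caspase-9, procaspase-3, dATP. Technique: Rh110 fluorescence intensity. Buffer or medium: pH 7.5 Hepes buffer with CHAPS, BSA, DTT. Times: 30 min plus 50 min, RT.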
HKDC1 inhibitor = HKDC1 (human) hexokinase inhibition; AID 493160; inhibition, % at 20 µM; recombinant HKDC1, G6PDH/diaphorase resazurin coupled fluorescence; 0.16% of 340,000 active;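 active = inhibition above about 35% when tested at 20 µM, limit read from the data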;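 also: plate controls were DMSO wells with enzyme for no effect and DMSO wells lacking enzyme for full effect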
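Assay system: recombinant HKDC1 hexokinase; detection: coupled resazurin fluorescence, excitation 525 nm, emission 613 nm; benchmarks: DMSO-plus-enzyme-mix negative control, buffer-substituted positive control; compound dosing: single 20 µM dose; schedule: 90 min at room temperature in dark; also added: glucose plus 1 mM ATP as hexokinase substrates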
* hit, by the source's call; / = no result given.

mol,SENP8 block-1,NLRP3 yeast inh,SENP6 block,SENP1 FRET inh,PfG6PD inh,SENP8 block-2,SENP7 block,Apaf1 inhib,HKDC1 inhibitor
Cn1cnc2cc(NCc3ccccc3O)ccc21,-104,1,-15,2,15,3,5,-5,1
COc1cccc(-c2nc(SC)nc3sc(C(=O)NC(C)(C)C)c(N)c23)c1,2,18,-15,37*,22,-2,0,9,0
COc1ccc(CNc2ccc(C)c(C)c2)c(OC)c1OC,12,30,-3,1,-1,-1,3,8,-6
CC(Sc1nnc(C2CC2)n1C1CC1)C(=O)N(C)Cc1cccc(F)c1 (stereo not drawn),-6,16,-12,4,-14,4,2,-5,-4
COC(=O)c1c(C)nc2c(c(SC)nn2-c2ccccc2)c1N,-468,20,5,1,5,-8,-9,24,8
COc1cc(C(=O)Oc2cccnc2)cc(OC)c1OC,3,8,-4,2,-8,12,-7,-9,-3
CN1CCN(c2ccccc2NC(=O)c2ccc(OCc3ccccc3)cc2)CC1,6,36,-8,1,14,4,-2,19,-4
CCOCCNC(=O)c1ccc2c3c(cccc13)CC2,-365,11,0,1,5,-2,3,-13,-3
COC(=O)C1=CN(Cc2ccc(OC)c(OC)c2)C=C(C(=O)OC)C1c1cccc(O)c1,-481,9,8,-157,-4,1,-1,1,-2
CN(C)c1ccc(C=C2C=Cc3ccccc32)cc1,23,/,/,8,11,/,/,/,6
O=C(O)c1ccc(NCc2cccs2)cc1,8,22,-21,2,-1,4,-1,-10,-4
O=C(NCCCNC(=O)c1ccc(Cl)cc1Cl)c1cnccn1,16,13,6,-2,-4,9,3,-8,4
COC(=O)CN(C)C(=O)c1ccc(OC2CCN(S(=O)(=O)N(C)C)CC2)cc1,5,8,-6,-1,-9,-13,13,-11,-6
CC(C)NS(=O)(=O)c1ccc(CCC(=O)O)cc1,7,8,-9,1,-16,-11,-11,11,-2
CCCC1=C(C(=O)OCC)C(c2ccccc2OC)NC(=O)N1 (stereo not drawn),24,8,0,1,2,3,3,-2,-5
CCCCn1c(=O)[nH]c(=O)c2c1nc(-c1ccccn1)n2CC,-323,5,1,-5,14,-9,-6,4,-1
CCCC(C)C(=O)OCC(=O)Nc1ccc(Br)cc1 (stereo not drawn),/,22,-11,/,/,-5,-4,19,/
N#Cc1ccc(C=NN2CCCCCC2)cc1,5,/,/,0,0,/,/,/,-5
COc1ccc(NC(=O)C2CCCN(S(=O)(=O)c3cnc[nH]3)C2)cc1 (stereo not drawn),5,9,-3,-2,2,6,1,-2,-4
Cc1ccccc1NC(=O)CC(=O)Nc1ccccc1C,12,1,-21,0,-5,-4,2,2,-5
CN=CC1=C(O)CC(C)(C)CC1=O,20,22,4,1,-8,0,8,-20,-7
Fc1cccc(NC(=S)NC2CCCCCCC2)c1,-4,20,-12,3,-3,-4,7,15,0
Cc1ccc2nc(NC(=O)CCn3cccc3)sc2c1,-4,29,-7,1,14,4,-1,-1,-8
Cc1[nH]c(=O)c(C#N)cc1-c1csc(-c2ccccc2)n1,-280,-11,9,3,0,-8,-8,4,-2
COc1cc(/C=C/C(=O)Nc2ccncc2)cc(OC)c1OC,-429,0,-12,3,1,-7,-5,2,-2
O=C(CN1C(=O)CSc2ccc(S(=O)(=O)N3CCOCC3)cc21)NCc1ccc(F)cc1,7,4,-4,1,2,1,0,-2,-6
C#CCNC(=O)C1=C[C@H](C(C)(C)C)C[C@H](OCCCCO)O1,3,19,8,-4,1,-3,-7,-3,-1
Cc1csc2nc(CCNS(=O)(=O)c3cccs3)cn12,23,7,-10,-5,29,-20,-5,12,-3
CC1CN(S(=O)(=O)c2cccc(C(=O)OCCOc3ccccc3)c2)CC(C)O1 (stereo not drawn),9,23,-7,2,7,-2,9,15,-5
CN(CC(=O)Nc1ccc(S(=O)(=O)N2CCCC2)cc1)Cc1c(F)cccc1Cl,6,-4,-9,-2,7,-7,-9,17,-2
CCNC(=O)c1ccccc1NC(=O)c1cccc(S(=O)(=O)N2CCC(C)CC2)c1,-99,9,-18,2,11,4,1,5,-1
N#CCSc1nc2cc(C(=O)N3CCC(C(N)=O)CC3)ccc2c2nc3ccccc3n12,-130,9,2,0,-7,3,4,-7,7
COCCOC(=O)c1c(C)n(C)c2ccc(OC(=O)c3ccccc3F)cc12,11,10,-11,1,22,-12,2,18,8
Cc1ccc(NC(=O)COC(=O)Cn2cnc3c2c(=O)n(C)c(=O)n3C)cc1F,6,-4,-1,3,6,3,-3,2,-4
CCCCn1c(N)c(N(CC(C)C)C(=O)c2ccco2)c(=O)[nH]c1=O,8,-10,-12,-1,-1,6,2,1,-4
COc1cc(NC(=O)COC(=O)/C=C/c2ccc(Cl)cc2Cl)cc(OC)c1,18,9,-7,2,10,-7,0,3,2
COc1cc(=O)[nH]c(SC(C)C(=O)Nc2cc(C)on2)n1 (stereo not drawn),10,10,-12,2,-3,-2,-4,-2,1
Nc1c(C(O)(C(F)(F)F)C(F)(F)F)ccc2ccccc12,-349,/,/,1,48,/,/,/,14
COc1cccc(-c2nn3c(-c4cc(C)[nH]n4)nnc3s2)c1,10,4,-14,3,13,-5,6,8,4
Cc1nc2ccccc2n1CCc1nc2c3ccccc3nc(SCC#N)n2n1,/,2,-8,/,/,1,4,-6,/
Cc1onc(-c2c(F)cccc2Cl)c1-c1nnc(-c2cccc3ccccc23)o1,-325,24,3,3,19,0,7,-12,-6
Cc1n[nH]c(C)c1CCC(=O)N/N=C/c1cccc([N+](=O)[O-])c1,-2,13,8,3,6,5,0,4,-5
Cc1ccc(NC(=O)c2ccc(CSc3ccccn3)cc2)c(O)c1,22,35,-10,0,17,-18,10,2,0
Cn1cnnc1SCC(=O)N1N=C2/C(=C/c3ccco3)CCCC2C1c1ccco1 (stereo not drawn),-47,12,-8,3,5,-2,10,11,1
COc1cc(NC(=O)NNC(=O)c2cc3occc3n2C)cc(OC)c1OC,19,11,-1,0,11,1,-2,4,-3

2 entries from above, with each value named:
Cc1ccc(NC(=O)c2ccc(CSc3ccccn3)cc2)c(O)c1
  SENP8 block-1: 22
  NLRP3 yeast inh: 35
  SENP6 block: -10
  SENP1 FRET inh: 0
  PfG6PD inh: 17
  SENP8 block-2: -18
  SENP7 block: 10
  Apaf1 inhib: 2
  HKDC1 inhibitor: 0

Cn1cnnc1SCC(=O)N1N=C2/C(=C/c3ccco3)CCCC2C1c1ccco1 (stereo not drawn)
  SENP8 block-1: -47
  NLRP3 yeast inh: 12
  SENP6 block: -8
  SENP1 FRET inh: 3
  PfG6PD inh: 5
  SENP8 block-2: -2
  SENP7 block: 10
  Apaf1 inhib: 11
  HKDC1 inhibitor: 1

Record cards, as listed above.
`N#CCSc1nc2cc(C(=O)N3CCC(C(N)=O)CC3)ccc2c2nc3ccccc3n12` as listed: SENP8 block-1: -130; NLRP3 yeast inh: 9; SENP6 block: 2; SENP1 FRET inh: 0; PfG6PD inh: -7; SENP8 block-2: 3; SENP7 block: 4; Apaf1 inhib: -7; HKDC1 inhibitor: 7
`Cc1ccc(NC(=O)COC(=O)Cn2cnc3c2c(=O)n(C)c(=O)n3C)cc1F` as listed: SENP8 block-1: 6; NLRP3 yeast inh: -4; SENP6 block: -1; SENP1 FRET inh: 3; PfG6PD inh: 6; SENP8 block-2: 3; SENP7 block: -3; Apaf1 inhib: 2; HKDC1 inhibitor: -4

Next records.
mol,SENP8 block-1,NLRP3 yeast inh,SENP6 block,SENP1 FRET inh,PfG6PD inh,SENP8 block-2,SENP7 block,Apaf1 inhib,HKDC1 inhibitor
CCN(CC)S(=O)(=O)c1cccc(C(=O)N[C@H](C(=O)OCC(N)=O)C(C)C)c1,17,-17,-10,0,-6,7,5,-12,-5
CN(C)CCCNc1oc(/C=C/c2cccs2)nc1S(=O)(=O)c1ccccc1,-254,-4,-10,-37,1,-13,-9,6,-2
COc1ccccc1CN1C(=O)C2CC=CCC2C1=O (stereo not drawn),-6,7,-4,-1,-17,-8,-12,5,-8
Cc1onc(-c2ccccc2)c1C(=O)Nc1cccc(S(=O)(=O)N2CCCCC2)c1,2,21,14,3,16,2,10,13,3
COc1ccc(-c2nnc(NC(=O)CSc3ccc(C)cc3)s2)cc1OC,-408,-6,8,-2,-5,4,2,-11,-5
O=[N+]([O-])c1ccc(N2CCN(Cc3ccc(Br)o3)CC2)cc1,19,-19,-3,-7,7,-2,6,4,-1
O=C1CN(C(=O)COC(=O)c2ccc([N+](=O)[O-])o2)c2ccccc2N1,32,10,17,-5,23,15,12,3,4
O=C(Nc1ccnn1C1CCN(Cc2ccccc2F)CC1)C1CCCC1,15,24,3,1,5,1,3,8,4
C[N+]1(CC(=O)OCCCc2ccccc2)CCCC1,19,10,5,0,9,-3,-4,-18,-8
CC1CCC(NC(=O)C2CCC(CNc3c(N4CCCCC4)c(=O)c3=O)CC2)CC1 (stereo not drawn),25,-4,3,1,-9,0,3,-10,0
COc1ccc(-c2cc(C(=O)Nc3ccccc3F)on2)cc1,-1,14,35,2,-15,11,70*,-3,3
O=C(C1CCC(CNc2nc(=S)[nH]c3ccccc23)CC1)N1CCN(c2ccccn2)CC1 (stereo not drawn),4,0,7,0,6,0,-8,6,11
C=CCn1c(=O)c2ccccc2n2c(SCC(N)=O)nnc12,0,24,-12,3,-4,-6,-7,-4,-6
CN1CCN(/C(=N\S(=O)(=O)c2ccc(F)cc2)c2ccccc2)CC1,14,8,-8,0,-8,3,2,-3,-3
CN(CC(=O)Nc1ccc(OC(F)(F)F)cc1)C(=O)c1ccc(N2CCCC2=O)cc1,2,2,6,1,8,-1,8,3,3
CC(=O)NC(CC(=O)OCC(=O)N1CCN(S(=O)(=O)c2ccc(Cl)cc2)CC1)c1ccccc1 (stereo not drawn),7,-1,-20,-1,10,1,6,6,-5
Cc1ccc(NC(=O)COc2ccc3c(c2)CCC3)nc1,2,20,15,2,-11,-16,-3,9,5
C=CCNc1nc(C(=O)OCC(=O)Nc2ccccc2C(F)(F)F)cs1,4,20,-3,1,4,7,4,-6,0
Cc1c(CN2CCCCC2)c(O)n(CCO)c(=O)c1C#N,-86,12,6,-5,17,5,4,11,-2
CCOc1ccc(S(=O)(=O)N2CCC(C(=O)NC3CC3)CC2)cc1C,2,18,9,-1,-1,2,1,2,-2
COc1cccc(N(C(=O)C2CSC(=O)C2)C(C(=O)NC(C)(C)C)c2ccncc2)c1 (stereo not drawn),-2,22,-1,4,-22,1,-2,-7,-8
CN(C)/C=C(\C=O)c1onc(-c2ccccc2Cl)c1C#N,-8,-7,-13,-11,6,-7,-1,11,0
Cc1cccc(Cl)c1OCCCn1ccnc1,14,27,-9,2,-11,4,0,-6,-3
CNC(=S)N/N=C/c1cccc(OCc2ccccc2F)c1,23,-15,16,-1,42,3,2,2,-7
C=CC[C@@H](CC(=O)N[C@H](CO)Cc1ccccc1)C(=O)NC[C@H](OC(=O)[C@@H](CC=C)Cc1ccc(F)cc1)c1ccccc1,11,10,-11,4,3,-1,-2,4,0
Cc1ccc(S(=O)(=O)N2CCN(C(=O)COC(=O)CCOc3ccccc3C)CC2)cc1,16,7,-5,1,-1,1,-9,19,3
CC(C)OC(=O)CC12CN3CC(CC(=O)OC(C)C)(CN(C1)C(=O)c1ccccc1C3=O)C2=O,30,19,-4,3,-9,-11,1,4,-7
Cc1cc(NC(=O)c2cccnc2)ccc1NC(=O)c1ccco1,15,9,17,-2,2,-16,4,-10,3
